USP28 block: human USP28 deubiquitinase inhibition. inhibition, % at 25 µM. Q96RU2. 47,000 compounds, 3% hits. purified USP28, Ub-rhodamine cleavage fluorescence, 30 min. AID 1645857
UCHL1 inh: human UCHL1 deubiquitinase inhibition; P09936; purified UCHL1, Ub-rhodamine cleavage fluorescence; inhibition, % at 20 µM; 47,000 compounds, 0.2% hits; AID 1645859
USP17 block: human USP17-like deubiquitinase inhibition. A8MUK1. inhibition, % at 50 µM. 47,000 compounds, 6.5% hits. AID 1645855. purified USP17, Ub-rhodamine cleavage fluorescence, 3 h
Target sequence (A8MUK1 whole entry, looked up): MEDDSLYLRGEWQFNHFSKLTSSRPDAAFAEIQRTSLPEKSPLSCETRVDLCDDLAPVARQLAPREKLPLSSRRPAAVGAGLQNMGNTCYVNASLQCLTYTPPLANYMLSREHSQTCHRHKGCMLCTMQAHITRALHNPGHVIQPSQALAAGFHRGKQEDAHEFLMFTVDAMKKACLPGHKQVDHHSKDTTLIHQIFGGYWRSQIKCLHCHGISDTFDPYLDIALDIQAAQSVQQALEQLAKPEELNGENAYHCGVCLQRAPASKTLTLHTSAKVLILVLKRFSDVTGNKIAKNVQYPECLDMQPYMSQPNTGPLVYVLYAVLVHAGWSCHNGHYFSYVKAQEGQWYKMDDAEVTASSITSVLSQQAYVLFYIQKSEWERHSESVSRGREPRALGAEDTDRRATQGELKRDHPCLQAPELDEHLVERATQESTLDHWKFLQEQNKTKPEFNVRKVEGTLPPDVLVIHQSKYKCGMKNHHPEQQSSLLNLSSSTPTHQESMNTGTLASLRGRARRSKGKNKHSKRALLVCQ
USP30 block: human USP30 deubiquitinase inhibition; purified USP30, Ub-rhodamine cleavage fluorescence; inhibition, % at 25 µM; Q70CQ3; 47,000 compounds, 5.3% hits
Target sequence (Q70CQ3 whole entry, looked up): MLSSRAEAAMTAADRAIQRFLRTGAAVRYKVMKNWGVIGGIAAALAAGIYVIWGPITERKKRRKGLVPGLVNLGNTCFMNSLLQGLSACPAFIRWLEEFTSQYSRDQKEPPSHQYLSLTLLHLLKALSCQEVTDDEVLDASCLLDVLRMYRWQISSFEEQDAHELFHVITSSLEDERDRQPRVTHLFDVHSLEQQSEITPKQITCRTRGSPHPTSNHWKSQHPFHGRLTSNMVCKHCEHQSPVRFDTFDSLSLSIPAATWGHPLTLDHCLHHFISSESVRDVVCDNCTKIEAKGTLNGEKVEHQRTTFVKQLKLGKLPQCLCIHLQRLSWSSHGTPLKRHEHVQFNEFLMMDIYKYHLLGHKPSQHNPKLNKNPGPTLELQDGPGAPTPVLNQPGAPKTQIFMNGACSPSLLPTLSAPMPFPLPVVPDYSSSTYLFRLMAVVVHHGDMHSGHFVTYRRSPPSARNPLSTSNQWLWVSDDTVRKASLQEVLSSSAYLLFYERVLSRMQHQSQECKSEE
OTUD3 inh: blocks human OTUD3 ubiquitin-rhodamine cleavage; inhibition, % at 25 µM; 47,000 compounds, 0.7% hits; AID 1645858; purified OTUD3, Ub-rhodamine fluorescence, 2 h; Q5T2D3
USP8 block: human USP8 deubiquitinase inhibition | 47,000 compounds, 4.2% hits | purified USP8, Ub-rhodamine cleavage fluorescence, 30 min | AID 1645853 | P40818 | inhibition, % at 20 µM
USP7 block: inhibitors of human USP7 deubiquitinase | purified USP7, Ub-rhodamine cleavage fluorescence | AID 1645854 | Q93009 | 47,000 compounds, 0.3% hits | inhibition, % at 20 µM
USP10 inh: blocks human USP10 ubiquitin-rhodamine cleavage; purified USP10, Ub-rhodamine fluorescence, 60 min; Q14694; 47,000 compounds, 1.1% hits; AID 1645856; inhibition, % at 20 µM
Starred values were filed as active, the others as inactive; x = not tested or not shown. No stated cut-off is given here; in the data, active means inhibition above about 30%; inactive means the rest.

SMILES	USP28 block	UCHL1 inh	USP17 block	USP30 block	OTUD3 inh	USP8 block	USP7 block	USP10 inh
Cc1ncc(-c2ccc(C)c(S(=O)(=O)Nc3ccc(-c4ccno4)cc3)c2)o1	-6	2	0	-25	0	13	4	4
COc1cccc(CN2C[C@H]3NC(=O)c4ccccc4C(=O)[C@@]3(C)C2)c1	-6	-5	1	0	0	-13	-1	2
CC(=O)c1cccc(NC(=O)C2CSC3(C)CCC(=O)N23)c1 (stereo not drawn)	2	1	3	5	11	-2	3	2
CN1C(=O)CC[C@]2(C(=O)NCCc3cccnc3)CCCC[C@@H]12	-2	-1	-6	0	0	0	1	-7
CC(=O)N1CCCC1c1cc(N2CC3(CCCCC3)OC2=O)nc(C)n1 (stereo not drawn)	2	2	-27	0	13	-266	2	1
COc1ccc(C(=O)CSc2nnc(C(C)Oc3ccccc3)n2C)cc1 (stereo not drawn)	-6	-2	-8	0	-3	-4	-2	-3
COc1cccc(CN2C(=O)C3CCCN3c3ccc(C(F)(F)F)cc32)c1 (stereo not drawn)	-24	-18	-27	-131	-26	-13	-18	-7
COc1ccc2nc(C(=O)NCc3ccccc3)cn2n1	-15	-3	-11	-13	-5	-8	-2	-8
Cc1nc(-c2cc(S(=O)(=O)N3CCCCCC3)cn2C)sc1C(=O)N1CCCC1	0	4	7	17	3	15	6	0
CC1CN(CC(=O)NCc2ccccc2)c2ccccc2S1 (stereo not drawn)	-2	0	-2	-12	0	0	-12	-8
O=C(Nc1cccc(-c2ccc(N3CCOCC3)nn2)c1)c1ccc2ccccc2c1	4	-1	-3	-14	-6	-25	-4	-2
COCCCNC(=O)c1nn(C)c2c1COc1ccccc1-2	-20	-1	-19	3	-13	1	-2	1
CC(=O)c1ccc(NC(=O)CCC(=O)N2CCOc3ccccc32)cc1	6	-2	-1	-5	4	-22	3	0
O=C(c1cccc(F)c1)N1C[C@@H]2OCCN(c3ncccn3)[C@@H]2C1	0	0	-3	3	-3	-25	-3	-1
O=C(CN(Cc1ccccc1)S(=O)(=O)c1ccc(Cl)cc1)Nc1ccc(N2CCOCC2)cc1	2	0	18	-27	-2	37*	-2	2
CC(C)c1ccc(S(=O)(=O)N[C@H](C)C(=O)NCc2cscn2)cc1	5	3	6	11	14	17	4	1
CCOC(=O)N1CCN(C(=O)c2[nH]nc3c2COc2ccccc2-3)CC1	0	0	-2	4	4	1	-2	5
Cc1cccc(C)c1NC(=O)CN1C(=O)C2CCCC2=Nc2ccccc21 (stereo not drawn)	6	2	10	0	6	7	4	21
CCOC(=O)COc1nc(-c2ccccc2)cc(-c2cccs2)c1C#N	-14	0	-5	-9	-9	6	3	4
CC(C)(C)OC(=O)N1CCn2c(nnc2C2CCNCC2)C1	-14	-5	-4	4	-9	0	-1	-2
CCC1Oc2ccc(C(=O)c3ccco3)cc2N(CC(=O)NC(C)(C)C)C1=O (stereo not drawn)	-4	-1	-4	-13	-3	3	-9	0
CCCCS(=O)(=O)N1C[C@H]2C[C@H](C(=O)N3CCN(C)CC3)[C@@H](C1)O2	-1	-1	-4	-2	1	-10	3	2
O=C(c1ccco1)C1C2C(=O)N(c3ccc(Br)cc3)C(=O)C2C2c3ccccc3C=CN12 (stereo not drawn)	-13	-28	2	-298	-11	46*	-63	-15
O=C(Cc1ccc(O)cc1)N1CCCC(O)(CN2CCC(F)(F)CC2)CC1 (stereo not drawn)	0	2	-2	-9	5	1	1	-2
CN1CCN(C(=O)C2c3c(ncn3C)CCN2C(=O)c2ccccc2)CC1 (stereo not drawn)	11	1	11	23	9	5	11	3
COc1ccc(Cl)cc1Nc1nc(CN2CCOCC2)nc2sc3c(c12)CCC3	-10	-1	11	-27	-1	-7	-2	-2
COc1cccc(C(=O)NCC(c2ccco2)N2CCCC2)c1 (stereo not drawn)	4	0	5	11	9	2	2	0
Cc1[nH]c2ccccc2c1C1CCN(S(=O)(=O)c2cccc3nsnc23)CC1	10	6	17	-12	0	-20	7	2
CCCn1c(SCC(=O)Nc2cc(S(=O)(=O)N(CC)c3ccccc3)ccc2Cl)nc2ccccc2c1=O	5	5	9	20	8	11	6	3
COc1ccc(-c2c(C)nc3c(-c4ccsc4)cnn3c2N)cc1	9	0	6	19	7	32*	2	3

Reformatted: 4 of the compounds above.
CC(C)c1ccc(S(=O)(=O)N[C@H](C)C(=O)NCc2cscn2)cc1
  USP28 block: 5
  UCHL1 inh: 3
  USP17 block: 6
  USP30 block: 11
  OTUD3 inh: 14
  USP8 block: 17
  USP7 block: 4
  USP10 inh: 1
CC1CN(CC(=O)NCc2ccccc2)c2ccccc2S1 (stereo not drawn)
  USP28 block: -2
  UCHL1 inh: 0
  USP17 block: -2
  USP30 block: -12
  OTUD3 inh: 0
  USP8 block: 0
  USP7 block: -12
  USP10 inh: -8
CC(C)(C)OC(=O)N1CCn2c(nnc2C2CCNCC2)C1
  USP28 block: -14
  UCHL1 inh: -5
  USP17 block: -4
  USP30 block: 4
  OTUD3 inh: -9
  USP8 block: 0
  USP7 block: -1
  USP10 inh: -2
COc1ccc2nc(C(=O)NCc3ccccc3)cn2n1
  USP28 block: -15
  UCHL1 inh: -3
  USP17 block: -11
  USP30 block: -13
  OTUD3 inh: -5
  USP8 block: -8
  USP7 block: -2
  USP10 inh: -8

A section from the list above, as a working copy:
SMILES	USP28 block	UCHL1 inh	USP17 block	USP30 block	OTUD3 inh	USP8 block	USP7 block	USP10 inh
COc1cccc(CN2C[C@H]3NC(=O)c4ccccc4C(=O)[C@@]3(C)C2)c1	-6	-5	1	0	0	-13	-1	2
CC(=O)c1cccc(NC(=O)C2CSC3(C)CCC(=O)N23)c1 (stereo not drawn)	2	1	3	5	11	-2	3	2
CN1C(=O)CC[C@]2(C(=O)NCCc3cccnc3)CCCC[C@@H]12	-2	-1	-6	0	0	0	1	-7
CC(=O)N1CCCC1c1cc(N2CC3(CCCCC3)OC2=O)nc(C)n1 (stereo not drawn)	2	2	-27	0	13	-266	2	1
COc1ccc(C(=O)CSc2nnc(C(C)Oc3ccccc3)n2C)cc1 (stereo not drawn)	-6	-2	-8	0	-3	-4	-2	-3

Next structures:
SMILES	USP28 block	UCHL1 inh	USP17 block	USP30 block	OTUD3 inh	USP8 block	USP7 block	USP10 inh
O=S(=O)(c1ccc(F)c(F)c1)N1CCN(c2cc(-c3ccncc3)[nH]n2)CC1	-2	6	x	10	1	-22	8	1
CC(C)CC(NC(=O)c1ccc(Cl)cc1)C(=O)OCC(=O)NC(c1ccccc1)c1ccccc1 (stereo not drawn)	-8	1	-16	-49	-11	7	-5	-4
Cc1ccc(NS(=O)(=O)c2cc(NC(=O)CCOc3ccccc3C)ccc2C)c(C)c1	12	10	17	28	4	7	2	16
COc1ccccc1CNC(=O)CS(=O)Cc1nc(-c2ccccc2Cl)oc1C (stereo not drawn)	6	0	15	-90	-6	21	-7	-2
CC(C)NC(=O)CN1CCC(O)(c2cccnc2)CC1	-11	-2	7	0	1	-203	4	0
Cc1ccccc1Cn1nc(C)c(NC(=O)c2c(C)nn(C(F)F)c2C)c1C	0	0	2	6	4	5	3	1
O=C(NC(Cc1ccccc1)c1nc2ccccc2[nH]1)c1ccccn1 (stereo not drawn)	57*	-2	-16	-11	-1	-40	0	-3
Cc1cc(C)cc(OCCC(=O)N2CCC(C(N)=O)CC2)c1	-6	-1	-13	1	-4	-6	3	0
Cc1ccc2nc(SCc3noc(CCC(=O)Nc4ccc(Cl)cc4F)n3)[nH]c2c1	21	5	3	4	-5	-93	-11	-1
Cc1ccc(NC(=O)CN2CCC(c3nnc(C)s3)CC2)c(C)c1	9	1	0	4	22	-4	0	-2
Cc1ccc(NC(=O)c2ccccc2)c(=O)n1CC(=O)N1CCN(C2CCCCC2)CC1	4	6	x	22	11	21	4	0
O=C(O)c1ccccc1C(=O)c1ccc2c(c1)N(Cc1cccc(F)c1)C(=O)CO2	1	0	-6	6	-15	-30	-15	8
COc1cccc(CN2Cc3ccccc3OC3(CCC(CO)CC3)C2)c1F (stereo not drawn)	-13	1	-34	-33	-15	-101	-26	-1
CNc1cncc(C2CCN(C(=O)c3ccn(C)n3)CC2)n1	1	-1	4	2	16	6	1	-5
COC(=O)c1oc2c(c1C)C(=O)CC(c1cccc(Cl)c1)C2 (stereo not drawn)	-6	0	3	0	-1	-9	-146	0
O=C(CCc1c[nH]c2ccccc12)OCC(=O)c1cc2c3c(c1)CC(=O)N3CCC2	x	14	62*	x	0	32*	x	17
O=C(C1CC1)N1CCN(c2nc3ccc(Br)cc3s2)CC1	-6	0	-12	-3	-13	-174	-44	0
O=C(CCc1ccccc1)NC(c1ccccc1)c1ccccc1	-1	1	16	27	-2	-6	3	4
O=C(NCc1ccccc1Cl)C1CN(C(=O)c2cnccn2)C1	0	-3	-20	-7	-3	-41	-2	2
COc1cc(C)ccc1OCC(=O)N1CCCC(c2nn(C)c3nccnc23)C1 (stereo not drawn)	-12	-4	-1	-38	-12	-3	-7	-8
COCCN1C(=O)CC[C@]2(C(=O)NC3CCCC3)CCCC[C@@H]12	0	0	-24	-6	9	-8	0	-3
O=C(NCC1CCCCC1)c1ccccc1OCc1ccc(Cl)cc1	0	0	4	-1	0	10	-14	1
O=C(CN1CCSc2ccccc21)Nc1ccccc1Cl	13	0	5	14	4	4	1	5
O=C(COC(=O)c1ccccc1NC(=O)c1ccc(Oc2ccccc2)cc1)c1ccc2c(c1)OCO2	-3	0	-3	-3	-2	-1	x	6
COCCn1cc(OC(=O)c2ccc(F)cc2)c2c1nc(-c1ccc(F)cc1)n1c3ccccc3nc21	-93	-29	-112	-284	-71	-18	-26	-10
CC(C)c1cc(N2CCN(CCc3ccccc3)CC2)n2c(nc3ccccc32)c1C#N	-23	-5	-7	-18	-4	-24	-8	-8
N#Cc1c(-c2ccccc2)nc(N2CCCC2)nc1N1CCCC1	-8	-2	-10	-23	0	-137	2	-1
NC(=O)N1CCCCCC1C1CCN(c2ncccc2[N+](=O)[O-])CC1 (stereo not drawn)	3	-1	-15	-7	10	-102	-6	-2
CC(NC(=O)c1ccccc1)c1nc2ccccc2n1CC(=O)Nc1ccc2c(c1)OCO2 (stereo not drawn)	15	0	54*	49*	10	74*	27	56*
COc1ccc(C2(N3CCC4(CC3)OCCO4)C(=O)c3ccccc3C2=O)cc1	3	4	6	11	7	18	-21	1
O=S(=O)(Nc1ccc(N2CCCCC2)cc1)c1ccc(F)c(F)c1	-1	0	-17	-20	-8	-39	-8	1
O=C(Nc1ccc(F)cc1)c1cccc(-c2nc(-c3ccccc3)no2)c1	-6	-1	5	-6	-2	7	1	4
CCN1C(=O)c2ccccc2Sc2ccc(C(=O)NCc3ccc(OC)cc3OC)cc21	12	5	1	-2	6	5	9	3
COC(=O)CCc1sc(NC2CCCCC2)nc1-c1ccc(OC)cc1	-18	-5	-35	-82	-23	-105	-6	-1
O=C(O)c1c(-c2ccccc2)nnc2ccccc12	-6	-2	-2	1	2	-9	-1	0
NC(=O)CN1C(=O)CC(c2ccco2)S(=O)(=O)c2ccccc21 (stereo not drawn)	-21	3	-52	-100	8	-175	-81	-1
O=C(NCCN1CCOCC1)c1cc(-c2ccn(-c3ccccc3)n2)n2ccccc12	5	4	-12	-61	-1	-81	-25	-6
CSc1n[nH]c(NC(=O)c2ccccc2Cl)c1-c1ccc([N+](=O)[O-])cc1	10	1	26	-44	11	-6	5	-5
Cc1ccc(C(=O)N2CCC3(CC2)OC(=O)Nc2ccccc23)cc1	5	2	4	12	7	7	1	-4
CCc1ccc(NC(=O)COC(=O)C2CC(=O)N(c3ccc(F)cc3)C2)cc1 (stereo not drawn)	25	2	13	14	4	3	1	-1
NC(=O)c1ccc([N+](=O)[O-])cc1	-6	-4	-14	0	1	10	1	10
COc1ccc([N+](=O)[O-])cc1NC(=O)CCCc1c[nH]c2ccccc12	13	3	29	27	10	1	-14	12
COc1ccc(CNC(=O)CN2CCc3sccc3C2C2CC2)cc1OC (stereo not drawn)	-14	-5	-1	-11	0	-10	3	1
C=C1O[C@](CO)(n2cnc3c(N)ncnc32)[C@@H](O)[C@H]1O	-9	-3	-19	-16	-3	-1	-4	-5
CC(=O)N(Cc1nn(C)c2c1CN(S(=O)(=O)c1cccc(F)c1)CC2)c1ccccc1	3	1	5	10	4	3	1	0
N#Cc1ccccc1OCc1csc(-c2ccccc2)n1	66*	1	-10	10	-3	-30	-3	5
O=C(CN1CCC2(CC1)N=C(c1ccc(Cl)cc1)C(=O)N2)Nc1ccc(F)c(F)c1	-6	-2	0	9	-1	-92	-3	-2
COc1cc(C(=O)N(Cc2cccc3ccccc23)c2ccccn2)cc(OC)c1OC	0	2	1	0	0	2	1	-2
NC(=O)COc1coc(CN2CCN(c3cccc(Cl)c3)CC2)cc1=O	3	0	-2	8	11	9	3	-4
COc1ccc(S(=O)(=O)N2C[C@@H]3c4nccn4-c4ccccc4[C@@H]3C2)cc1	-23	-3	-12	-69	-16	7	-5	-10
O=C(c1ccccc1)N1CC[C@@H]2[C@H](C1)CN2C(=O)NCc1ccccc1	x	2	15	x	17	0	2	0
